CAL PDZ FP-1: blocks peptide binding to the human CAL PDZ domain; Q9HD26; purified CAL PDZ, TMR-peptide fluorescence polarization, 1 h; inhibition, % at 24.9 µM; 300,000 compounds, 0.92% hits; AID 602252;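 active = mean inhibition of at least 30% with at least half of replicates also reaching 30%; inconclusive = no clear call, values can overlap the other calls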;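 note: 0% = DMSO neutral control and 100% = excess unlabeled competitor peptide PRC23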
C-LANA FP: inhibitors of KSHV LANA C-terminal domain DNA binding; 340,000 compounds, 0.078% hits; MBP-C-LANA/FAM-LBS DNA binding, fluorescence polarization; inhibition, % at 9 µM;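 active = highest replicate inhibition at or above 60% at 9 µM, even if other replicates fall short; inactive = all replicates below 60% inhibition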;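 note: 0% = neutral control wells and 100% = 4 µM acridine orange control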
PKA-R2B act: activates the human PKA-R2B holoenzyme complex. P22694+P31323. PKA-R2B holoenzyme dissociation, Cy5-IP20 fluorescence polarization; R2B truncated from residue 108, S112A mutant; 0% DMSO only, 100% 113 µM cGMP. activation, % at 11.4 µM. 340,000 compounds, 0.079% hits;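 active = activation above a cutoff set at the mean over all compounds plus 3 SD, cut at about 18% in these data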;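 note: higher means more holoenzyme dissociation and a rise in polarization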
Cardiac RTF inh: cardiac RTF calcium desensitization; IANBD-labeled cardiac RTF, Ca2+ fluorescence; 340,000 compounds, 0.12% hits; inhibition, % at 7.15 µM; P19429+P45379;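 active = inhibition above the mean inhibition of all tested compounds plus 3 SD, cut at about 17% in these data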;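 note: assay run at fixed EC70 calcium of 1.6 mM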
SR-BI DiI-HDL act: enhances SR-BI lipid uptake from DiI-HDL | AID 504775 | activation, % at 12.5 µM | 320,000 compounds, 0.096% hits | CHO ldlA[mSR-BI] cells, DiI-HDL uptake fluorescence, 3 h; 100 = double the neutral-control signal;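 active = mean replicate activation of at least 60% and every replicate at or above 60%; inconclusive = mean or all-replicate condition met, but not both; inactive = mean below 60% and not all replicates reaching 60%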;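 note: 0% = median plate neutral-control signal and 100% = twice that signal; values of inactives mirror those of a sister screen read the other way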
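Assay system: CHO ldlA[mSR-BI] cells, LDL receptor-null, SR-BI overexpressing; medium: Ham's F12 with 0.5% BSA, HEPES 25 mM, pH 7.4; also added: DiI-HDL 10 µg/mL; timing: 3 h uptake period with compound, 37 °C; signal: DiI fluorescence, bottom read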
Rtt109 Vps75: inhibitors of Candida albicans Rtt109/Vps75 histone acetyltransferase. 330,000 compounds, 0.16% hits. purified Rtt109/Vps75, ThioGlo CoA-SH fluorescence, 4 h. inhibition, % at 34.9 µM. AID 540336. Q5AAJ8;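 active = inhibition of at least 50% in every replicate; inconclusive = best replicate reaches 50% inhibition but some replicates fall short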
Target sequence (Q5AAJ8 whole entry, looked up): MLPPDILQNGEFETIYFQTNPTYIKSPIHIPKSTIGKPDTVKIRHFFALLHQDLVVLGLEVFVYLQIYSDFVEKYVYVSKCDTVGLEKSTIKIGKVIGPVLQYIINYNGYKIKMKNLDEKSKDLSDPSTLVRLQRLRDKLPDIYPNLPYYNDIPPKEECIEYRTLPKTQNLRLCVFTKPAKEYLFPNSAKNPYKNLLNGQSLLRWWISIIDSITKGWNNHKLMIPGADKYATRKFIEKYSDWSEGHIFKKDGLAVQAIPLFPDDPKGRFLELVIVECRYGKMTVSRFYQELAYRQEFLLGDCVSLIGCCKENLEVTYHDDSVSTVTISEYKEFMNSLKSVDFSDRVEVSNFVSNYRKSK
DAGLB inhibitor: diacylglycerol lipase beta (human) inhibition; HEK293T DAGLB membrane lysate, EnzChek fluorogenic substrate; 340,000 compounds, 0.059% hits; inhibition, % at 5.17 µM; Q8NCG7; in the data active = inhibition above about 34%;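 note: 0% = enzyme with vehicle and 100% = wells lacking enzyme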
Target sequence (Q8NCG7 whole entry, looked up): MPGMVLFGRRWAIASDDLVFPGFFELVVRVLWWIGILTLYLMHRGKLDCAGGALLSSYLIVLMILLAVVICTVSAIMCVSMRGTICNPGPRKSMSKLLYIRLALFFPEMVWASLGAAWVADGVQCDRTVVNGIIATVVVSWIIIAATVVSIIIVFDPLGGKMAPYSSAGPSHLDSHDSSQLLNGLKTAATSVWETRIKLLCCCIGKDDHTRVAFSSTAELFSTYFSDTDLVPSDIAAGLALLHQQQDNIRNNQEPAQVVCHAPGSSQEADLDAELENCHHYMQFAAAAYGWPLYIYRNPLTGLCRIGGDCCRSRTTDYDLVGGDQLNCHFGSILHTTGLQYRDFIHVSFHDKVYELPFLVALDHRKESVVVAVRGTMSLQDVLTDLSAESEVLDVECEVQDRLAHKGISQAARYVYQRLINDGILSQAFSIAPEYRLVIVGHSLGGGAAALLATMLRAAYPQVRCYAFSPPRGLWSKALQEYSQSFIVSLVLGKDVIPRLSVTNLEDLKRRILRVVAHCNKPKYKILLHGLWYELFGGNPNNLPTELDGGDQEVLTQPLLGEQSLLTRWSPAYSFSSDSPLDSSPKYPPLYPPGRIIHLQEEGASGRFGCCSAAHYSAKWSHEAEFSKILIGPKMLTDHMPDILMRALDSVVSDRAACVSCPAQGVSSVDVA
CAL PDZ FP-2: human CAL PDZ-peptide interaction inhibition; Q9HD26; purified CAL PDZ, TMR-peptide fluorescence polarization, 1 h; inhibition, % at 20 µM; 330,000 compounds, 0.02% hits; AID 504414;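 active = highest replicate inhibition of at least 40%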;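 note: plate controls were DMSO neutral control wells for no effect and unlabeled competitor peptide control wells for full effect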
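material = purified tagged CAL PDZ domain construct (CerCALP) | buffer or medium = sodium phosphate/NaCl buffer pH 7.4 with TCEP, IgG, Thesit | reagent = TMR-labelled reporter peptide T*-PRC34 bound in PDZ groove | incubation = 1 h room-temperature incubation prior to read | measured by = fluorescence polarization (mP) | evaluation = percent inhibition from loss of millipolarization | control set = unlabelled peptide and DMSO controls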
Keap1-Nrf2 PPI: Keap1-Nrf2 (human) interaction inhibition; Q14145; Keap1 Kelch-Nrf2 peptide fluorescence polarization, 1536-well; inhibition, % at 9.4 µM; 340,000 compounds, 0.15% hits; in the data active = inhibition above about 12%; inconclusive = no clear call, values can overlap the other calls; inactive = below about 7.3%;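 note: human Keap1 Kelch domain with fluorescein labeled Nrf2 9mer peptide probe; 0% = neutral control wells and 100% = peptide positive control; higher means more block of Keap1 binding to Nrf2 peptide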
cardiac RTF act: increases calcium sensitivity of human cardiac regulated thin filaments; P19429+P45379; IANBD-labeled TnC RTF fluorescence at EC20 calcium; 0% EC20 calcium, 100% full calcium; activation, % at 7.2 µM; 340,000 compounds, 0.24% hits; AID 493008;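 active = activation above the mean over all tested compounds plus 3 SD, cut at about 30% in these data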;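 note: rise in fluorescence read as greater calcium sensitivity of cardiac thin filaments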
* hit, by the source's call; ? = inconclusive; nt = no result given.

entry	SMILES	CAL PDZ FP-1	C-LANA FP	PKA-R2B act	Cardiac RTF inh	SR-BI DiI-HDL act	Rtt109 Vps75	DAGLB inhibitor	CAL PDZ FP-2	Keap1-Nrf2 PPI	cardiac RTF act
1	CCCn1c(=O)c2ccccc2n2c(SCC(=O)c3ccc(CC)cc3)nnc12	-2	2.2	5	-2	4	-19	0	-0.2	3	6
2	CC(C)(C)CC(=O)Nc1ccc(Nc2ccccc2)cc1	-4	0.2	-10	5	-8	0	4	-1.3	-6	-12
3	Cc1nc2ccc(N)cc2c(=O)n1Cc1ccc(Cl)cc1	-2	-1.2	-7	-8	2	22	3	-2.2	-3	1
4	COc1cc(CN2CCNC(=O)C2CC(=O)N(C)CCCN2CCOCC2)cc(OC)c1 (stereo not given)	-2	-0.6	4	-2	17	0	2	-2.4	-7	-2
5	COc1ccc(C2(C(=O)Nc3ccc(C(=O)N4CCOCC4)cc3)CCOCC2)cc1	-7	0.1	4	4	1	2	-5	nt	2	9
6	CCCCNC(=O)C1CC(c2ccc(C(F)(F)F)cc2)=NO1 (stereo not given)	-1	-0.4	-4	-9	19	-2	-1	-1.7	-2	6
7	CC(C)(C)[C@@H]1C=C(C(=O)O)[C@H](c2ccc(Cl)cc2)N1S(=O)(=O)c1ccccc1	3	0.2	-5	-14	6	-1	5	1.1	4	-5
8	COc1cc(S(=O)(=O)N2CCCCCC2)ccc1-n1cnnn1	-4	1.3	-11	-9	14	-5	-4	-3.4	-2	-3
9	CC(C)(C)c1ccc(-n2ncc3c2CCCC3NC(=O)CN2CCOC2=O)cc1 (stereo not given)	-5	0.4	9	-2	32	4	0	-0.8	2	-4
10	O=C1c2ccccc2C(Nc2ccc(S(=O)(=O)N3CCOCC3)cc2)N1c1cccnc1 (stereo not given)	nt	-1.2	-5	-5	32	5	2	-0.5	-4	-1
11	COc1cccc(OCc2cc(/C=N/NC(=O)c3ccn[nH]3)ccc2OC)c1	-2	-0.1	-4	-11	7	10	-2	-3.2	2	-4
12	Cc1ccc(C(=O)C(C)OC(=O)C2CCN(c3ccc(C(F)(F)F)cn3)CC2)cc1 (stereo not given)	12	-0.6	-8	-8	-8	-9	-13	1.2	-3	-8
13	CC(=O)/C(N=Nc1ccc2c(c1)OCCO2)=C(\C)O	-1	0.7	-6	8	7	2	-8	-5.3	-1	0
14	Cc1cc(Sc2nc(N(C)C)nc(N(C)C)n2)nc(Cl)n1	-3	-0.6	2	3	-41	-4	-3	-0.3	0	2
15	O=C(COc1ccc(Br)cc1)Nc1ccc(NC(=O)c2ccccc2)cc1	2	-0.5	6	-2	-22	-7	0	-0.5	-2	10
16	O=C(c1ccco1)N1CCN(C(=O)c2ccccc2OCc2ccccc2)CC1	4	2.1	0	-2	-5	-9	0	-0.4	-5	0
17	CCN1CCN(c2nc3ccccc3n3cnnc23)CC1	-2	0.0	-12	-15	nt	5	1	0.1	-5	-2
18	CSc1cccc(NC(=O)CN(Cc2ccc(Cl)cc2)S(C)(=O)=O)c1	-2	-0.1	-3	-4	4	-6	-3	-0.8	4	-1
19	CN(CC(=O)Nc1ccc(Cl)c(C(F)(F)F)c1)C(=O)Cc1cccs1	-2	1.1	-11	-4	1	-5	-1	-0.6	5	-1
20	Cc1ccc(C)c(NC(=O)C2CC(Cl)=CCC2C(=O)O)c1 (stereo not given)	nt	3.5	-8	-2	-2	5	1	-2.2	1	-6
21	O=C(O)CCC(=O)Nc1nc2ccc([N+](=O)[O-])cc2s1	-1	-1.0	6	-6	4	1	0	-5.4	-1	1
22	COc1ccc(C2NC(=S)NC3=C2CCc2ccccc23)cc1OC (stereo not given)	0	-3.0	-10	3	-27	3	1	-0.6	-5	1
23	CCOC(=O)CC1C(=O)NCCN1S(=O)(=O)c1cc(Cl)c(Cl)cc1Cl (stereo not given)	-5	-1.3	-5	-11	11	-12	2	nt	6	6
24	CCNC(=S)NNC(=O)c1ccc(=O)n(Cc2ccccc2)c1	-2	0.8	-5	3	6	6	1	-0.3	-3	0
25	N#C/C(=C/c1ccc(N2CCCCC2)o1)c1cccc(F)c1	0	-0.1	-1	-9	-44	5	5	0.6	-3	14
26	CCCOc1ccc(N2CC(C(=O)Nc3ccccc3F)CC2=O)cc1 (stereo not given)	-4	-0.5	3	4	-11	-1	-5	-1.4	0	2
27	COc1ccccc1CNC(=O)Cc1csc(NC(=O)Nc2ccccc2OC)n1	-6	-0.5	-2	-1	-75	-13	1	-1.8	-5	2
28	CCOc1ccccc1-n1c(SCC(=O)NCc2ccco2)nnc1-c1ccncc1	0	0.2	-7	-4	9	2	-2	-1.1	1	-4
29	O=C(Nc1nccs1)c1cc(S(=O)(=O)N2CCOCC2)c(Cl)cc1Cl	0	-0.3	0	-8	-13	nt	5	-2.4	-4	7
30	c1ccc(CNc2nc(NCc3ccccc3)c3ccccc3n2)cc1	nt	3.1	2	-1	-25	2	-11	22	-9	2
31	O=C(CN1C(=O)c2ccccc2C1=O)NCC1COc2ccccc2O1 (stereo not given)	2	2.3	-3	-3	12	-5	-5	-1.5	-3	-3
32	CCc1noc(C)c1C(=O)NNC(=O)c1nn(C)c(=O)c2ccccc12	4	0.4	-1	-2	32	-2	-1	0.0	-8	-2
33	O=C(c1cc(-c2ccc(Cl)cc2Cl)on1)N1CCN(C(=O)c2ccco2)CC1	2	0.4	-3	-34	5	17	1	-3.2	-4	-5
34	CCn1c(SCC(=O)Nc2ccc(NC(C)=O)cc2)nnc1C1CC1	-2	1.0	-11	-5	7	-1	-1	-1.4	-7	-5
35	Cc1ccc(NCc2nnc(SCC(=O)Nc3ncc(C)s3)n2Cc2ccco2)c(C)c1	-2	1.6	-14	10	-27	2	0	-0.1	-2	0
36	C(=Nc1cccc2c(N=Cc3ccco3)cccc12)c1ccco1	-2	6.4	-4	-6	-13	-2	2	-1.7	?	11
37	CCn1c(-c2ccc(C(C)(C)C)cc2)n[nH]c1=S	nt	14	-11	-6	-10	-10	1	-0.5	1	-2
38	CC(NC(=O)C12CC3(C)CC(C)(CC(C)(C3)C1)C2)C(=O)O (stereo not given)	10	-0.8	3	-16	51	-4	1	-0.7	-2	6
39	O=C(COC(=O)C1CCN(S(=O)(=O)c2ccccc2)CC1)NCCc1ccccc1	0	-1.5	-2	0	30	7	0	0.3	-3	-5
40	COc1ccc(N2C(=O)N3[C@H](c4ccc(Cl)cc4)[C@@H]4C(=O)N(C5CCCCC5)C(=O)[C@@H]4[C@]3(C)C2=O)cc1	-2	0.8	5	3	46	5	2	-1.1	-4	-4
41	O=C(Nc1ccc(F)cc1Cl)c1ccc2c(=O)n3c(nc2c1)CCCCC3	-4	-0.9	8	-2	-49	-5	-2	-1.6	-5	9
42	NC(=O)c1cc(S(=O)(=O)N2CCN(c3cccc(Cl)c3)CC2)cs1	2	0.6	-9	-6	-2	18	3	-2.4	-2	-3
43	COc1ccc(CNC(=O)c2ccc(Cn3cc(Cl)cn3)o2)cc1	-9	-0.9	10	-10	nt	-2	1	-0.1	-1	2
44	O=C(Nc1ccc(OC(F)(F)F)cc1)c1cccc(-n2cnnn2)c1	0	-0.5	-1	-21	-21	1	-1	-0.6	-2	-11
45	COc1cc(/C=N/NC(=O)c2cc(-c3cccc(OC(C)C)c3)nc3ccccc23)ccc1O	1	-0.5	-4	-9	-53	1	-1	2.7	-9	7
46	CNc1ccccc1C(C)(C)c1cc(-c2ccco2)n[nH]1	0	-1.2	-8	1	19	-3	10	1.6	-5	7
47	O=C(/C=C/c1ccc(-c2ccc(F)cc2)o1)N1CCCC1	-1	0.2	-4	-1	-43	-1	0	-4.1	5	0
48	COc1cccc(CNC(=O)CCc2ccc(OC)c(OC)c2)c1	-5	1.7	-9	0	-11	10	2	-1.5	-2	-5
49	CCN1CCN(CC(=O)N2N=CCC2c2ccccc2)CC1 (stereo not given)	nt	1.7	-6	-2	5	-1	-1	0.4	0	-7
50	NS(=O)(=O)c1ccc(CCNc2ccc(C(F)(F)F)cn2)cc1	-4	1.9	-4	-3	nt	1	-2	-2.6	-7	4

(continued)
entry	SMILES	CAL PDZ FP-1	C-LANA FP	PKA-R2B act	Cardiac RTF inh	SR-BI DiI-HDL act	Rtt109 Vps75	DAGLB inhibitor	CAL PDZ FP-2	Keap1-Nrf2 PPI	cardiac RTF act
51	O=C(NC1CCCC1)C(c1ccncc1)N(C(=O)c1csnn1)c1cccc(F)c1 (stereo not given)	1	0.6	9	-6	15	0	1	-2.4	2	-4
52	O=C(CN1CCOCC1)NN1CC(=O)N(c2ccc(Cl)cc2)CC1=O	0	0.6	-12	0	20	1	-1	-1.0	-1	2
53	Cc1cc(C)c(C)c(S(=O)(=O)NCC(=O)Nc2sc3c(c2C(N)=O)CCCC3)c1C	0	-1.2	-9	-7	-29	-3	1	-0.5	2	-2
54	O=C(NCCCN1CCCCCC1)C1CC(=O)N(CCc2ccccc2)C1 (stereo not given)	-4	-2.3	12	-7	7	-5	-3	-2.0	-10	7
55	O=C(CN(Cc1ccco1)S(=O)(=O)c1cccs1)Nc1ccccc1C(F)(F)F	1	0.7	-10	3	nt	-3	1	-0.9	-7	-3
56	CCOC(=O)c1sc(NC(=O)CSc2n[nH]c(CC(C)C)n2)nc1C	0	0.6	3	0	-11	-3	-4	-1.9	-3	4
57	COC(=O)c1ccc(C(NC(=O)c2cccnc2)NC(=O)c2cccnc2)cc1	-1	-1.1	-5	-5	10	-8	-1	-1.5	0	1
58	CC(C)(C)c1ccc(-n2ncc3c2CCCC3NC(=O)CCCn2cncn2)cc1 (stereo not given)	5	-0.9	-11	-1	-5	-14	2	-0.1	0	0
59	Cc1ccc(C)c(S(=O)(=O)N2CCN(C(=O)C(C)Sc3ccccc3)CC2)c1 (stereo not given)	1	-1.1	1	-7	-8	7	-4	-2.0	-1	-2
60	CN(C(=O)CSc1nnc(-c2ccc(F)cc2)n1C)C1CCS(=O)(=O)C1 (stereo not given)	-6	2.6	8	-6	-2	-1	-2	-0.3	1	-3
61	CN(C)c1nc(OCCNC(=O)Nc2ccccc2)nc(N2CCOCC2)n1	-2	-0.5	0	1	-1	2	-3	-2.4	0	2

Assay outcomes: PubChem BioAssay, several laboratories
